# Compound activity: PubChem BioAssay, The Scripps Research Institute Molecular Screening Center
# DDE Tn7 FP inh – inhibitors of Tn7 peptide binding to fibrin DD(E), primary screen, biochemical, fluorescence polarization, human fibrin, Tn7 probe. FP displacement of FITC-Tn7 peptide from fibrin DD(E); 0% = median of compound wells per plate. inhibition, % at 8.3 µM. hit rate 0.13% among 370,000. AID 720508, 2013;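 active means inhibition above the mean of compounds falling within the control limits plus 3 SD of them, cut at about 14% in these data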;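 further: 0% = plate median of compound wells and 100% = 10 µM Aha-Tn7 peptide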
#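 system = human fibrin DD(E) protein | quantity = DD(E) 2 µM final | medium = Tris/NaCl/CaCl2 buffer, pH 7.8 | also added = labelled Tn7 tracer, 0.1 µM | compound dosing = single point at 8.3 µM | timing = compound with protein 10 min, then 3 h after probe, room temperature | signal = FP measurement | benchmarks = Aha-Tn7 high control | repeats = one replicate per compound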
# MBD2 DNA inh – inhibitors of MBD2 binding to methylated DNA, primary screen, biochemical, TR-FRET, DNA-binding domain, human | Methyl-CpG-binding domain protein 2 (Homo sapiens), Q9UBB5 | MBD2 binding to methylated oligonucleotide | inhibition, % at 4.4 µM | hit rate 0.31% among 370,000; in the data active means inhibition above about 13%
# Target sequence (Q9UBB5 whole entry, looked up, the tested form may be a part): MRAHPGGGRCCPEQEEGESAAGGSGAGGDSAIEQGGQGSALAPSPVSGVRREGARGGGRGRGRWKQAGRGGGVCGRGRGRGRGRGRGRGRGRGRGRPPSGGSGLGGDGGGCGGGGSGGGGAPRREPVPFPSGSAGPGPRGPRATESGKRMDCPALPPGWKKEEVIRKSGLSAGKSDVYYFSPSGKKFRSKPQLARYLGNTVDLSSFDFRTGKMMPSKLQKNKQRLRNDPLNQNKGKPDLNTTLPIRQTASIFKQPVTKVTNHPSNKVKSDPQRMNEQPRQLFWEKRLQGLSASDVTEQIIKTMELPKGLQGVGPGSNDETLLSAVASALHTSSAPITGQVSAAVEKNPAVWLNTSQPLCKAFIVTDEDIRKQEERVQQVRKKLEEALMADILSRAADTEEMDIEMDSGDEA
# PLC-gamma1 inh – PLC-gamma1 enzyme inhibitors, primary screen, biochemical, fluorescence, purified enzyme. inhibition, % at 12.2 µM. hit rate 0.84% among 370,000. 1-phosphatidylinositol 4,5-bisphosphate phosphodiesterase gamma-1 (Homo sapiens), P19174. fluorogenic substrate; in the data active means inhibition above about 9.5%
# PLCb3 inh – human PLC-beta3 inhibitors, primary screen, biochemical, fluorescence; inhibition, % at 12.2 µM; hit rate 0.18% among 370,000; 1-phosphatidylinositol 4,5-bisphosphate phosphodiesterase beta-3 (Homo sapiens), Q01970; Purified PLC-beta3, fluorogenic substrate; in the data active means inhibition above about 11%;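 further: 0% = median of compound wells on plate and 100% = full blocker control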
# ARFGAP1 inh – inhibitors of rat ARFGAP1 GAP activity, primary screen, biochemical, fluorescence polarization, GDP tracer; ADP-ribosylation factor GTPase-activating protein 1 (Rattus norvegicus), Q62848; Arfgap1-stimulated ARF1 GTP hydrolysis, GDP FP detection; inhibition, % at 16.5 µM; hit rate 0.26% among 360,000;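 active means inhibition above a per-plate limit, mean inhibition of low control wells plus 3 SD, cut at about 25% in these data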;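 further: 0% = DMSO wells with enzyme and 100% = wells lacking Arfgap1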
#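 material = rat Arfgap1 catalytic domain, aa 1-136 | also added = human ARF1(Δ1-17)-GTP substrate | compound dosing = one concentration, 16.5 µM, DMSO 1.26% | times = GTP hydrolysis reaction 2 h at 25 °C | measured by = FP, GDP Alexa 633 tracer displaced from anti-GDP antibody, 620/688 nm | evaluation = percent inhibition of Arfgap1-stimulated GTP hydrolysis | replication = single well per compound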
# proKLK7 act – proKLK7 zymogen activators, primary screen, biochemical, fluorescence intensity | Kallikrein-7 (Homo sapiens), P49862 | purified proKLK7, EDANS-DABCYL substrate fluorescence; 100% is mature enzyme control, 0% vehicle | hit rate 0.9% among 370,000 | activation, % at 7 µM;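 active means activation above the mean of all tested compounds plus 3 SD, computed per campaign excluding outliers beyond control limits, cut at about 13% in these data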
# UHRF1 binding – UHRF1 methylated DNA binding inhibitors, primary screen, counter-screen for MBD2 inhibitor project, biochemical, TR-FRET, human UHRF1, single concentration; E3 ubiquitin-protein ligase UHRF1 (Homo sapiens), Q96T88; UHRF1 binding to methylated oligo; inhibition, % at 4.4 µM; hit rate 0.75% among 370,000; AID 687016, 2013; in the data active means inhibition above about 21%;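 further: UHRF1 SRA domain binding a hemimethylated CpG hairpin DNA probe; 0% = median of test compound wells and 100% = reference inhibitor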
# ADAM17 inh – ADAM17 inhibitors, primary screen, biochemical, QFRET | Disintegrin and metalloproteinase domain-containing protein 17 (Homo sapiens), P78536 | recombinant ADAM17, EDANS/DABCYL FRET peptide cleavage | inhibition, % at 6.95 µM | hit rate 0.83% among 370,000;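 active means inhibition above the mean of compounds lying between control limits plus 3 SD, set per campaign, cut at about 8.5% in these data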;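 further: 0% = DMSO-only wells as the low control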
# Target sequence (P78536 215-824 limits assumed): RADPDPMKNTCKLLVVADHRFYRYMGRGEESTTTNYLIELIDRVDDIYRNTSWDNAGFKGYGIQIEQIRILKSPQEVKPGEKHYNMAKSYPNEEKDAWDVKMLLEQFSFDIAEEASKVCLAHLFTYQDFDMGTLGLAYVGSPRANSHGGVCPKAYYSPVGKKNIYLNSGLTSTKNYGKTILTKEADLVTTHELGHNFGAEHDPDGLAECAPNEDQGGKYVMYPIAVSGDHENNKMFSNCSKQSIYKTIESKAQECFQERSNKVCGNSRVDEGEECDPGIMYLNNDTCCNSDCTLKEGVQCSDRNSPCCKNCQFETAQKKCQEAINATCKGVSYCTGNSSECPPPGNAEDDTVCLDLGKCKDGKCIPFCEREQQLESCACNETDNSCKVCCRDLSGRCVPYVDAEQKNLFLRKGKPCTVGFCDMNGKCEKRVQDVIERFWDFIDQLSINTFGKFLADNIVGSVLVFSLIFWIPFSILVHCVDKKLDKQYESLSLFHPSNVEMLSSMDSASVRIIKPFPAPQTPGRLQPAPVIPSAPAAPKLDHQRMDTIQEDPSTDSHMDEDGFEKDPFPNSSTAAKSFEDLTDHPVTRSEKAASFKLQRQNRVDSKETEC
# ASAP1 GAP inh – inhibitors of human ASAP1 ArfGAP activity, primary screen, biochemical, fluorescence polarization; Arf-GAP with SH3 domain, ANK repeat and PH domain-containing protein 1 (Homo sapiens), …; ASAP1-stimulated ARF1 GTP hydrolysis, GDP FP detection; inhibition, % at 16.5 µM; hit rate 0.19% among 360,000; AID 624377, 2012; in the data active means inhibition above about 25%;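 further: 0% = vehicle with enzyme and substrate and 100% = no enzyme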
# Tn6 DDE FP – inhibitors of Tn6 peptide binding to fibrin DD(E), primary screen, biochemical, fluorescence polarization, human fibrin, Tn6 probe. hit rate 0.21% among 370,000. inhibition, % at 8.3 µM. Fibrin DD(E) TRITC-Tn6 fluorescence polarization displacement. Fibrinogen beta chain (Homo sapiens), P02675;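 active means inhibition above a per-campaign cutoff: mean of compounds within control limits plus 3 SD, cut at about 15% in these data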;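 further: 0% = median of all compound wells on the plate and 100% = blocking peptide control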
# Starred values were filed as active, the others as inactive; x = not tested or not shown; & = joins results of further samples. Hits appear at their usual frequency. Share with any hit: about 4.1%.
SMILES,DDE Tn7 FP inh,MBD2 DNA inh,PLC-gamma1 inh,PLCb3 inh,ARFGAP1 inh,proKLK7 act,UHRF1 binding,ADAM17 inh,ASAP1 GAP inh,Tn6 DDE FP
O=C(Nc1ccccn1)c1c(O)c2cccc3c2n(c1=O)CCC3,-3,4,-4,0,3,0.4,0,-6,2,2
O=C(Nc1cccnc1)Nc1cccc([N+](=O)[O-])c1,-9,-4,1,-2,3,-0.4,-1,3,-3,-6
CC(=O)[C@H]1CC[C@H]2[C@@H]3CCC4=CC(=O)CC[C@]4(C)[C@H]3CC[C@]12C,-2&-6,-2&-6,7&-1,-1&0,-4&4,0.6&0.0,2&-2,7&-4,14&11,8&7
Fc1ccc2nc(-c3ccccc3)ccc2c1,-2,7,1,0,-7,0.6,0,-5,5,7
Cc1cc(C)c2nc(SCc3ccc([N+](=O)[O-])cc3)nc(C)c2c1,-4,2,0,2,0,-0.2,0,-3,1,-1
c1ccc2c(-c3nnc(SCc4cn5ccccc5n4)o3)c[nH]c2c1,-2,-2,-11,-10,8,0.7,-1,-4,-10,2
O=C(Nc1cccc(Cl)c1N1CCOCC1)c1cccnc1Cl,-3,0,1,-17,0,-0.4,-1,1,1,1
COc1cccc(CNc2nc3cc(-c4ccc(OC)cc4C)sc3c(=O)n2C)c1,5,-5,0,-4,0,-2.3,0,2,0,0
CCOc1cc(N2CCOCC2)c(OCC)cc1NC(=O)COC(=O)/C=C/c1ccc(OC(F)F)cc1,3,-3,0,-4,-11,-0.2,-1,-1,3,-4
COc1ccccc1NC(=O)c1cc2ccccc2nc1C,6,1,0,-1,5,-0.3,-1,-2,-5,-1
Cc1cc(/C=C(\C#N)C(=O)NC2CCCCCC2)c(C)n1C,-3,-5,-19,-19,-2,-3.6,-1,0,-7,3
CCCCn1c(N)c(NCCC(C)C)c(=O)[nH]c1=O,-1,-5,-7,1,-19,-1.8,-1,-39,8,3
Cc1[nH]c(=O)[nH]c(=O)c1/C=N/NC(=O)CCNC(=O)OC(C)(C)C,-10,1,2,-8,5,-0.3,-2,-3,3,2
CC(C)c1ccc(NC(=O)CN2C(=O)NC3(CCCC3)C2=O)cc1,-1,0,1,-2,5,0.4,1,-3,12,3
CCN(Cc1ccccc1)C(=O)Cn1c(C(C)O)nc2ccccc21 (stereo unspecified),1,-6,3,-1,1,-0.3,2,1,-12,-3

# Ordered by heavy-atom count (rising): part of the list above
SMILES,DDE Tn7 FP inh,MBD2 DNA inh,PLC-gamma1 inh,PLCb3 inh,ARFGAP1 inh,proKLK7 act,UHRF1 binding,ADAM17 inh,ASAP1 GAP inh,Tn6 DDE FP
CCCCn1c(N)c(NCCC(C)C)c(=O)[nH]c1=O,-1,-5,-7,1,-19,-1.8,-1,-39,8,3
COc1ccccc1NC(=O)c1cc2ccccc2nc1C,6,1,0,-1,5,-0.3,-1,-2,-5,-1
COc1cccc(CNc2nc3cc(-c4ccc(OC)cc4C)sc3c(=O)n2C)c1,5,-5,0,-4,0,-2.3,0,2,0,0

# The list goes on:
SMILES,DDE Tn7 FP inh,MBD2 DNA inh,PLC-gamma1 inh,PLCb3 inh,ARFGAP1 inh,proKLK7 act,UHRF1 binding,ADAM17 inh,ASAP1 GAP inh,Tn6 DDE FP
O=C(OCc1cn(Cc2cccc(F)c2F)nn1)N1CCOCC1,11,1,2,0,x,-0.3,4,-7,x,6
CC(=O)c1ccc(NC(=O)CCCC(=O)c2ccccc2)cc1,-5,-1,3,-4,10,0.4,-3,-1,12,9
Cc1ccc(Cl)c(OCC(=O)NC2CCN(Cc3ccccc3)CC2)c1,7,0,0,-6,11,0.3,-2,-1,-15,3
COc1ccc(-c2[nH]ncc2-c2cnn(-c3ccccc3)c2)c(O)c1,-4,1,-2,-5,10,0.0,1,6,16,5
O=C(Nc1nc(-c2cccs2)cs1)c1ccc(Cl)s1,7,-2,-26,-40,12,1.0,-2,-1,8,3
COc1ccc(N(CC(=O)NC(C)C)S(=O)(=O)c2ccc(NC(C)=O)cc2)cc1,-5,-3,8,3,12,0.6,5,0,2,-1
Cc1cccc(-n2cnc(C(=O)NC3CCCCCC3)c2)n1,5,3,7,5,5,0.1,1,-3,-11,5
CCCc1cc(=O)n2[nH]c(NCc3c(Cl)cccc3Cl)nc2n1,2,1,-2,-4,3,0.1,1,-3,-1,-2
CCc1ccc2oc(=O)cc(CN(C)Cc3ccccc3)c2c1,4,1,-2,-3,2,0.3,0,-1,-8,6
Cn1c(NC(=O)Cc2ccc(F)cc2)cc(=O)n(C)c1=O,-10,-2,2,3,-7,0.7,2,0,10,-8
Cc1ccc(CNC(=O)Cn2c(=O)oc3ccccc32)o1,-2,-4,1,2,-3,0.1,1,-2,5,0
COc1ccc(C(C)(C)C)cc1NC(=O)C1CCCO1 (stereo unspecified),5,2,1,-7,4,0.3,-1,-5,-11,0
CC(=O)/C(N=Nc1cccc(C(F)(F)F)c1)=C(\C)O,-3,3,1,0,-8,-0.3,-1,0,-11,2
CCOc1cc(C2CC(=O)NC3=C2C(=O)C(C(=O)OC)C(C)C3)cc(Cl)c1O (stereo unspecified),-3,-3,-2,1,9,-0.6,-2,-5,7,-8
CCc1ccc(NC(=O)CCc2nc3sc4c(c3c(=O)[nH]2)CCCC4)cc1,-1,-1,-19,-23,1,-0.6,-3,-3,-5,-4

# Three of the entries above in order of their number in ASAP1 GAP inh, smallest number first:
SMILES | ASAP1 GAP inh
CCc1ccc(NC(=O)CCc2nc3sc4c(c3c(=O)[nH]2)CCCC4)cc1 | -5
CCCc1cc(=O)n2[nH]c(NCc3c(Cl)cccc3Cl)nc2n1 | -1
CCOc1cc(C2CC(=O)NC3=C2C(=O)C(C(=O)OC)C(C)C3)cc(Cl)c1O (stereo unspecified) | 7

# Later entries
SMILES,DDE Tn7 FP inh,MBD2 DNA inh,PLC-gamma1 inh,PLCb3 inh,ARFGAP1 inh,proKLK7 act,UHRF1 binding,ADAM17 inh,ASAP1 GAP inh,Tn6 DDE FP
O=C(NCc1ccc(F)cc1)C(c1ccc(Cl)cc1)N(C(=O)c1csnn1)C1CC1 (stereo unspecified),0,1,3,-3,1,-0.7,-2,0,-8,-9
Cc1ccc(-c2noc(CNC(=O)c3ccc4c(c3)OCO4)n2)cc1,0,-1,0,-10,3,-0.2,-2,0,1,-3
Cc1cc(C(=O)COc2ncnc3sccc23)c(C)n1C1CC1,3,-5,-5,-6,14,-0.3,2,-5,4,-3
CCS(=O)(=O)N1CCC(C(=O)NCc2cccnc2)CC1,10,10,0,-4,11,0.5,8,-4,-5,-9
COC(=O)C(C)Sc1nc2c(cnn2-c2ccc(F)cc2)c(=O)[nH]1 (stereo unspecified),3,3,3,-8,-2,0.0,2,-6,-2,-5
O=C(N/N=C\c1ccc(Oc2ccccc2)cc1)c1csnn1,-1,-4,5,3,-14,-0.7,-10,-1,-4,-7
CCC(C(=O)NCc1ccc(F)cc1)N(CCc1ccccc1)C(=O)c1snc(C(N)=O)c1N (stereo unspecified),-5,6,-47,-73,1,-0.5,-1,-29,-17,-1
Cc1ccc(NC(=O)C(C)SCc2nc3sc(C)c(C)c3c(=O)[nH]2)nc1 (stereo unspecified),-1,-5,-26,-34,10,-0.3,-4,-8,-9,-3
COc1ccc(OCCN2CCOCC2)cc1,-6,3,2,-3,-5,-0.3,3,1,-1,1
CC(Oc1ccc2c(-c3ccccc3)cc(=O)oc2c1)C(=O)N1CCC[C@@H]1C(N)=O (stereo partly specified),-7,2,-1,-3,-9,-0.3,-4,-1,5,2
O=C(COC(=O)c1cccnc1Cl)c1cccc(Cl)c1,1,-1,-1,-1,-1,0.2,0,-3,6,-3
COc1cccc(NC(=S)NCc2ccc3c(c2)cc(C)n3C)c1,6,-11,-58,-73,-2,0.0,-7,0,-7,10
CC(C)N(C=O)C1(C(=O)NC2CCCCC2)CCCCC1,-2,3,0,-1,-1,0.3,3,-2,-5,3
CCOc1ccc(Cc2onc3c2C(=O)CC(C)(C)C3)cc1OCC,-10,-5,3,2,5,0.0,5,-1,6,-3
COC(=O)CCC(=O)N1CCOCCOCCOCC1,5,1,1,-2,4,-0.5,4,-5,-4,-3

# Single records, as listed above. Values in the order: DDE Tn7 FP inh, MBD2 DNA inh, PLC-gamma1 inh, PLCb3 inh, ARFGAP1 inh, proKLK7 act, UHRF1 binding, ADAM17 inh, ASAP1 GAP inh, Tn6 DDE FP
# O=C(COC(=O)c1cccnc1Cl)c1cccc(Cl)c1 is listed as 1, -1, -1, -1, -1, 0.2, 0, -3, 6, -3
# O=C(Nc1nc(-c2cccs2)cs1)c1ccc(Cl)s1 is listed as 7, -2, -26, -40, 12, 1.0, -2, -1, 8, 3

# The listing continues.
SMILES,DDE Tn7 FP inh,MBD2 DNA inh,PLC-gamma1 inh,PLCb3 inh,ARFGAP1 inh,proKLK7 act,UHRF1 binding,ADAM17 inh,ASAP1 GAP inh,Tn6 DDE FP
OC(CN1CCN(c2cccc(Cl)c2)CC1)c1ccc(F)cc1 (stereo unspecified),4,-5,4,-1,9,-0.2,-2,-5,14,2
CC(C)CC(=O)NC(=S)NNC(=O)c1cccc([N+](=O)[O-])c1,3,2,4,6,9,-0.1,-1,-7,7,-6
O=C1CC(N2CCN(c3ccccc3)CC2)C(=O)N1c1ccc2c(c1)OCCO2 (stereo unspecified),1,4,2,-1,11,0.1,9,-2,-6,-1
COc1cc(/C=C/C(=O)OCC(=O)NC(=O)NC23CC4CC(CC(C4)C2)C3)ccc1OCC#N,0,10,-3,-5,7,-1.6,16,-4,15,1
CC(=O)c1ccc(NC(=O)c2ccc(N3CCCC3=O)cc2)cc1,-1,-5,0,-4,5,0.8,-1,2,-1,-1
COc1ccc(-c2cc(NC(C)=O)c3ncc(-c4ccccc4)n3c2)c(OC)c1,3,-5,-42,-54,-8,0.2,-5,-15,-5,4
